Compound activity deposited in PubChem by National Center for Advancing Translational Sciences (NCATS).
GAA inhib: qHTS Assay for Inhibitors of Human alpha-Glucosidase as a Potential Chaperone Treatment of Pompe Disease | purified human GAA, 4-MU-alpha-glucoside fluorescence | Potency, µM (highest dose often 76.9 µM), for the others: top-dose activity change, negative = inhibition, usual class: inhibitors | 0.005% of 200,000 active;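 note: potency is the fitted concentration of half-maximal effect; plate controls were uninhibited enzyme wells for no effect and no-enzyme background for full effect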
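Read-out is 4-methylumbelliferone fluorescence (Ex 365/Em 440 nm) after NaOH/glycine stop at pH 10. Enzyme 4 nM, substrate 400 uM, pH 5.0 citrate buffer, 20 min room temperature; AC50 from Hill-equation concentration-response.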
GAA glycogen mod: qHTS Assay for Inhibitors and Activators of Human alpha-Glucosidase Cleavage of Glycogen; Lysosomal alpha-glucosidase (Homo sapiens), P10253; recombinant GAA, glycogen substrate, Amplex Red glucose oxidase fluorescence; Potency, µM (titrated, usually from 76.4 µM), without a hit: at the top dose activity change, negative = inhibition, usual class: inhibitors; 0.38% of 300,000 active; AID 2100, 2009;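 note: potency is the fitted concentration of half-maximal effect; 0% = full enzyme reaction and -100% = no-enzyme basal signal; the screen sought inhibitors and activators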
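Recombinant human alpha-glucosidase (4 nM final) hydrolysed bovine liver glycogen (30 ug) for 40 min at 37 C in pH 5.0 citrate/phosphate with 0.01% Tween-20. Released glucose detected by glucose oxidase/Amplex Red, Ex 573/Em 610 nm. Compounds up to 77 uM; AC50 from Hill fits.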
CBFb-RUNX1 inh: qHTS Assay for Compounds Blocking the Interaction Between CBF-beta and RUNX1 for the Treatment of Acute Myeloid Leukemia; Runt-related transcription factor 1 (Homo sapiens) + Core-binding factor subunit beta …; AlphaScreen CBFb-His/RUNX1-biotin binding, biochemical; Potency, µM (titrated, usually from 59.8 µM), inactives show at the top dose activity, negative = inhibition, hits mostly inhibitors; 230,000 tested, under 10 active; note: % of control where 0% means no effect
Target sequence (Q01196 whole entry, looked up): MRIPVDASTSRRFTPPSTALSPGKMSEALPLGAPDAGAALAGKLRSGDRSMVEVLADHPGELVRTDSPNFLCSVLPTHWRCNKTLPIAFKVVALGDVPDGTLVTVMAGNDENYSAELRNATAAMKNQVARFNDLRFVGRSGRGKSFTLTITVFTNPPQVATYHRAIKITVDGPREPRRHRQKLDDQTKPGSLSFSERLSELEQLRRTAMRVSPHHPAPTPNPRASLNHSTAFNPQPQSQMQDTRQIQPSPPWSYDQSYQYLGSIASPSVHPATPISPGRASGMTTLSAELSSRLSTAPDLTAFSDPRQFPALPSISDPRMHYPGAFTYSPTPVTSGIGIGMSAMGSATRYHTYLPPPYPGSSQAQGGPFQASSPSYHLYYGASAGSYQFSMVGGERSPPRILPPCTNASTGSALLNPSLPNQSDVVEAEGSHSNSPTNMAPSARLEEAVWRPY
Target sequence (Q13951 whole entry, looked up): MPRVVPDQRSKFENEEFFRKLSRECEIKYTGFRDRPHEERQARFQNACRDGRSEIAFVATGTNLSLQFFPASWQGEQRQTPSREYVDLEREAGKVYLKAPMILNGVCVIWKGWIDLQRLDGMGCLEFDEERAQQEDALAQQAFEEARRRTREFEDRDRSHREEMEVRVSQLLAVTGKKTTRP
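Read-out: AlphaScreen. Format: His-CBF-beta with biotinylated RUNX1 (30 nM each) preincubated 20 min, compound 15 min, Ni-chelate plus streptavidin beads 90 min; room temperature throughout.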
LMNA splice mod: qHTS Assay for Modulators of Lamin A Splicing; HeLa LMNA splicing GFP/RFP minigene ratio, 48 h; Potency, µM (top dose mostly 46.1 µM), without a hit: top-dose ratio change, negative = inhibition, most hits filed as inhibitors; 0.01% of 200,000 active; AID 1487, 2009; active = well fitted inhibition curve with a large enough effect in the signal ratio, with a control signal flat, not every such curve was filed as active; inconclusive = small, poorly fitted or top-dose-only effect, or effect the other way, or a change in a side signal; the % refers to the signal ratio; note: potency is the fitted concentration of half-maximal effect; % is set by controls: 0 for no effect and ±100 for the full control effect
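Read-out is the ratio of GFP to DsRed2 object intensity, acquired by 488 nm laser-scanning cytometry on HeLa lamin A-EGFP minigene reporter cells. Compound incubation 48 hrs at 37 °C in Opti-MEM with 2% FBS; DMSO 0.5% final.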
GAA spleen mod: qHTS Assay for Inhibitors and Activators of Human alpha-Glucosidase From Spleen Homogenate | human spleen homogenate, 4-MU-alpha-glucoside fluorescence | Potency, µM (top dose mostly 79.9 µM), inactives show at the highest dose activity change, negative = inhibition, hits mostly inhibitors | 0.006% of 240,000 active | AID 2112, 2009;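 note: potency is the fitted concentration of half-maximal effect; 0% = enzyme with vehicle and -100% = no enzyme basal signal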
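Human spleen homogenate (1 ug) incubated with compounds and 1 mM 4-methylumbelliferyl-alpha-D-glucopyranoside in pH 5.0 citrate/phosphate buffer, 37 C, 40 min. Stopped at pH 10; 4-MU fluorescence (Ex 365/Em 440 nm); AC50 by Hill fit.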
HttQ103 aggreg: qHTS Multiplex Assay to Identify Dual Action Probes in a Cell Model of Huntington: Aggregate Formation (GFP) | 1.1% of 220,000 active | PC12 HttQ103-GFP aggregates, Acumen cytometry, 40 h | Potency, µM (highest dose often 46.1 µM), without a hit: at the top dose activity change, negative = inhibition, hits mostly inhibitors; note: potency is the fitted concentration of half-maximal effect; % is set by controls: 0 for no effect and ±100 for the full control effect; nearly all actives have a fitted effect of over 60% in size
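PC12 cells stably carrying ecdysone-inducible HTT exon 1 Q103–GFP were induced with tebufenozide (100 nM final) and treated with library compounds in titration. GFP aggregates in lysates were counted by laser scanning cytometry.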
HTT cytoprotect: qHTS Multiplex Assay to Identify Dual Action Probes in a Cell Model of Huntington: Cytoprotection (ATP) | PC12 HTT-Q103 induced, cytoprotection, ATP luminescence, 40 h | Potency, µM (doses to about 56.4 µM), for the others: cytoprotection (ATP increase), most hits filed as activators | 0.14% of 230,000 active;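 note: potency is the fitted concentration of half-maximal effect; % of control where 0% means no effect; nearly all actives have a fitted effect of over 45% in size; toxic huntingtin expression switched on by the ecdysone agonist tebufenozide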
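Rat PC12, Q103 Htt exon1-GFP fusion, ecdysone promoter; tebufenozide inducer 100 nM final; compound titration; qHTS, 1500 cells/well; ATPlite luminescent read.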
Active calls of the source: *; u = inconclusive; x = not tested or not shown; & = joins results of further samples; [ ] = another dose, or the depositor's remark. Unless noted, calls come from the whole dose curve; as a rule, active = well fitted curve in the direction sought with a large enough effect; inconclusive = small, poorly fitted or top-dose-only effect, or another doubt; inactive = no such curve, though single readings can be large; an effect the other way counts as inactive or inconclusive.

SMILES	GAA inhib	GAA glycogen mod	CBFb-RUNX1 inh	LMNA splice mod	GAA spleen mod	HttQ103 aggreg	HTT cytoprotect
CCOC(=O)c1[nH]c2ccc(OC)cc2c1NC(=O)C(C)N1CCSCC1 (centres undefined)	u	-4%	-2%	u	0%	16%	-16%[0.074 µM]
Nc1nc(N)c2cc(Sc3ccc4ccccc4c3)ccc2n1	4%	-5%	-4%	u	-5%	-14%[9.22 µM]	-49%[inhibitor][10 µM]
CC1CCN(C(=O)C2(NC(=O)Nc3cccc(F)c3)CCCCC2)CC1	-7%	1%	5%	5%	5%	-14%	-6%[1.9 µM]
CN1C(=O)N(c2ccccc2)C(Nc2nncs2)C1(C)C (centres undefined)	3%	-11%	-1%	-1%	5%	-5%[9.22 µM]	-10%
COCCNc1nc(C)nc2c1nc(-c1ccccc1)n2CC1CCN(C)CC1	x	x	3%	x	7%	x	u
Cc1cc2c(C)nc3ccccc3c2o1	-4%	-8%	4%	-4%	4%	-20%	4%[1.9 µM]
O=[N+]([O-])c1ccc(O)c(C=Nc2ccc3oc(Cc4ccc(Cl)cc4)nc3c2)c1	-7%	16%	-20%	-7%[46 µM]	1%	6%	-26%
CCOC(=O)C1=C(N)OC2=C(C(=O)CCC2)C1c1ccco1 (centres undefined)	0%	7%	4%	u	-8%	6%	-7%[0.074 µM]
CCCCc1nc2sc3c(SCCN(C)C)ncnc3c2c2c1CCC2	-3%	-9%	13%	x	-8%	10%[9.22 µM]	1%[10 µM]
COc1ccccc1-n1c(-c2cc(-c3ccc(F)cc3)n[nH]2)n[nH]c1=S	-1%	26%	3%	29%[46 µM]	2%	38%	-9%
CN(C)/C=C/C(=O)c1cc(N2CCOCC2)ccc1[N+](=O)[O-]	-14%	x	-16%	3%[1.84 µM]	x	14%	2%
Cc1ccc(O)c(NC(=S)NC(=O)c2ccccc2Cl)c1	5%	u	-15%	-18%[46 µM]	-1%	-31%	-66%[inhibitor]
N#Cc1ccc(-c2cccnc2)nc1SCC(=O)c1ccccc1	x	5%	23%	x	-2%	-18%[9.22 µM]	-19%[10 µM]
CCN(CC)CCCC(C)n1c(-c2ccccc2)nc2c(NCc3ccccc3)nc(C)nc21 (centres undefined)	x	x	11%	x	-4%	x	-34%[inhibitor]
COCCCN=CC1=C(O)CC(C)(C)CC1=O	3%	-2%	0%	17%	4%	4%	1%
CCOC(=O)Cc1nn(Cc2nc(-c3ccc(C)cc3)cs2)c(=O)c2ccccc12	u	-7%	0%	x	1%	-20%[9.22 µM]	-10%[10 µM]
CC1=CC(C)(C)N2C(=O)C3(C(C#N)=C(N)OC4=C3C(=O)CC(C)(C)C4)c3c(C)c(C)cc1c32 (centres undefined)	-7%	-4%	-8%	6%	0%	6%	-9%
COc1ccc(C(=O)Nc2ccccc2N2CCN(C(=O)C(C)C)CC2)cc1Cl	-13%	0%	6%	-14%	-12%	-13%	-8%[10 µM]
Nc1nc(SCc2ccc3c(c2)OCO3)n[nH]1	-2%	1%	3%	11%	-3%	-4%	-13%
Cc1cc(NC(=O)c2ccccc2Cl)c(C(C)C)cc1O	2%	-2%	2%	-1%	-12%	6%	-20%
COCCn1c(N)c(N(Cc2ccccc2)C(=O)c2ccc3ccccc3c2)c(=O)[nH]c1=O	4%	2%	14%	-14%[46 µM]	-1%	5%	-11%
CC(NCC(O)COCCC12CC3CC(CC(C3)C1)C2)c1ccccc1 (centres undefined)	-10%	-1%	5%	u	-8%	u	-37%[inhibitor]
CCCCC(CC)COC1(c2ccccc2)OC(=O)c2ccccc21 (centres undefined)	0%	-10%	3%	21%	3%	-26%	-9%
CCOC(=O)CNc1nc(Cl)nc(Nc2ccc(Cl)cc2)n1	x	-2%	18%	x	4%	u	12%[10 µM]
CCOC(=O)c1ccc(NC(=O)CN(c2ccc(C)cc2)S(=O)(=O)c2c(C)n[nH]c2C)cc1	u	0%	-6%	3%	5%	-1%	-18%
SMILES	GAA inhib	GAA glycogen mod	CBFb-RUNX1 inh	LMNA splice mod	GAA spleen mod	HttQ103 aggreg	HTT cytoprotect
N#Cc1ccc2ccn(CC(=O)NCc3ccco3)c2c1	-12%	10%	-2%	-2%	-7%	-6%[9.22 µM]	0%
CCOc1ccc(NC2=NC(C(=O)NCc3ccccc3)CC(=O)N2)cc1 (centres undefined)	5%	3%	-2%	4%	-9%	-9%	-7%
CCOC(=O)c1csc(COc2ccccc2Cl)n1	x	2%	14%	x	-2%	12%[9.22 µM]	24%[10 µM]
COc1cc(OC)cc(C(=O)N[C@H](C(=O)OCc2cc(=O)oc3cc(C)ccc23)C(C)C)c1	u	2%	3%	u	-25%	19%	-10%[10 µM]
COC(=O)c1cn(NC(=O)Cc2ccc(OC)c(OC)c2)c(=O)c2ccccc12	-4%	-16%	-7%	u	8%	3%	-30%
O=C(O)COc1ccccc1/C=C1\SC(=S)N(/N=C/c2ccccc2O)C1=O	u	-4%	-4%	-11%	-23%	5%	20%[10 µM]
CC(CCc1ccccc1)NC(=O)c1ccccc1 (centres undefined)	-4%	-11%	-3%	-3%	-2%	2%	-1%
OCCNc1nc(C2CC2)nc2c1nnn2Cc1ccccc1Cl	-7%	-3%	-2%	u	4%	-14%	-2%[10 µM]
CCCS(=O)(=O)NCCc1cc2ccc(OC)cc2[nH]c1=O	-5%	-8%	9%	-9%	-3%	-1%	-9%
COC(=O)/C(C#N)=C/c1c(N2CCN(Cc3ccc4c(c3)OCO4)CC2)nc2c(C)cccn2c1=O	x	0%	u	x	-2%	13%[9.22 µM]	12%[10 µM]
CCO[C@@H]1OC(C(N)=O)=C[C@H](c2ccccc2)[C@H]1CCCO	x	-13%	u	x	-1%	15%[9.22 µM]	14%[10 µM]
C1CCCCCC2(CCCCC1)OCC(CN1CCOCC1)O2 (centres undefined)	u	14%	5%	-6%	9%	14%	24%[10 µM]
CCn1c2ccccc2c2cc(C3C(C#N)=C(N)Oc4n[nH]c(COC)c43)ccc21 (centres undefined)	-7%	u	13%	u	-14%	19%	-36%
CCOC(=O)C(C(C)=O)c1nc(C)nc2c1nnn2Cc1ccccc1Cl (centres undefined)	u	-12%	-2%	-19%	2%	-6%	-20%[10 µM]
Cc1ccccc1NC(=O)c1sc(NC(=O)COc2ccccc2)c(C#N)c1C	6%	-1%	7%	u	-5%	12%	6%[10 µM]
CC1CNCCN1S(=O)(=O)c1cccc2cnccc12 (centres undefined)	-7%[15.4 µM]	0%	19%&1%&22%&13%	u	18%&7%&5%&-10%	u	-45%&-36%[inhibitor]
O=C(O)/C=C/C(=O)Nc1ccccc1C(=O)Nc1ccccc1	-6%	-5%	2%	6%	4%	u	-13%
CC(C)(C)NC(=O)NC12CC3CC(CC(C3)C1)C2	-3%	-5%	7%	x	x	-15%	-37%[inhibitor]
Cc1cc(C)c(NC(=O)CSc2nccn2C)c(C)c1	2%	1%	-3%	4%	-2%	4%	-3%[10 µM]
CC(=O)Oc1ccc2ccc(=O)oc2c1	x	5%	1%	x	u	3%[9.22 µM]	-7%[10 µM]
O=S(=O)(c1cnc(Cl)c(Br)c1)N1CCCCCC1	u	-2%	8%	15%	-18%	28%	x
CCC(C)Nc1nc(-c2cccc(OC)c2O)nc2ccccc12 (centres undefined)	u	2%	u	13%	-7%	12%	-30%
Fc1ccccc1N1CCN(CC2CC3C=CC2C3)CC1 (centres undefined)	0%	2%	1%	14%	-6%	-20%[9.22 µM]	-4%
Cc1ccc(N2C(=O)N(CC(=O)Nc3ccc(C)cc3C)C(=O)C2C)cc1 (centres undefined)	-2%	3%	-5%	u	-4%	15%	-18%
Cc1ccccc1-n1c(O)cc(=O)[nH]c1=S	u	-6%	-16%	2%[46 µM]	9%	x	x

Random excerpt: 3 records from the list
SMILES	GAA inhib	GAA glycogen mod	CBFb-RUNX1 inh	LMNA splice mod	GAA spleen mod	HttQ103 aggreg	HTT cytoprotect
CCC(C)Nc1nc(-c2cccc(OC)c2O)nc2ccccc12 (centres undefined)	u	2%	u	13%	-7%	12%	-30%
Cc1cc(NC(=O)c2ccccc2Cl)c(C(C)C)cc1O	2%	-2%	2%	-1%	-12%	6%	-20%
COC(=O)/C(C#N)=C/c1c(N2CCN(Cc3ccc4c(c3)OCO4)CC2)nc2c(C)cccn2c1=O	x	0%	u	x	-2%	13%[9.22 µM]	12%[10 µM]

Additional results
SMILES	GAA inhib	GAA glycogen mod	CBFb-RUNX1 inh	LMNA splice mod	GAA spleen mod	HttQ103 aggreg	HTT cytoprotect
CN(C)c1ccc(C(CC(=O)O)C(=O)O)cc1 (centres undefined)	-5%	u	7%	x	4%	-6%[9.22 µM]	4%[10 µM]
CC1CCN(C(=O)CSc2nnc(CNc3ccc(F)cc3)n2Cc2ccco2)CC1	-10%	5%	-12%	-5%	0%	12%	29%
O=C(N/N=C/c1ccccn1)c1ccc(NC(=O)c2cccc([N+](=O)[O-])c2)cc1	-5%	9%	9%	u	-5%	-4%	-42%[inhibitor]
COC(=O)c1cc(OC)c(OC)cc1NC(=O)c1cccc(C)c1	u	-14%	0%	7%[46 µM]	-1%	-2%[9.22 µM]	-18%[10 µM]
COc1ccc(Nc2nc(NCc3ccco3)nc(N3CCOCC3)n2)cc1	x	2%	-11%	x	5%	-10%[9.22 µM]	19%[10 µM]
COc1cc(S(=O)(=O)Nc2cccc(C)c2)ccc1NC(=O)c1ccncc1	-1%	0%	1%	-23%	-3%	10%	5%[1.9 µM]
COc1cccc(/C=C(/CC(=O)Nc2ccc(N3CCOCC3)cc2)c2nc3ccccc3s2)c1	-4%	14%	6%	-9%	1%	-5%	-7%[1.9 µM]
COc1ccc(Nc2c(-c3ccco3)nc3ccc(C)cn23)cc1	4%	u	-6%	1%[46 µM]	2%	14%	-38%[inhibitor]
NC(=O)NC(=O)c1nccnc1C(=O)O	0%	-4%	11%	x	-5%	3%[9.22 µM]	34%[10 µM]
O=C(OCc1nc2ccc(Cl)cc2n1CCO)c1ccc(O)cc1	-5%	1%	14%	-8%	-22%	-17%	16%[10 µM]

Compounds as they come, and some 1.5% of all compounds hit somewhere here.
